GLP1R ag – activates the human GLP-1 receptor; Potency, µM (doses to about 45.6 µM), for inactives: at the top dose activation, most hits filed as activators; hit rate 0.007% among 380,000; P43220; HEK293 GLP-1R CRE-luciferase, luminescence, 4-6 h; cells express a hypersensitive GLP-1R form; further: potency means the concentration at half of the fitted maximal effect; % of control where 0% means no effect
Target sequence (P43220 whole entry, looked up): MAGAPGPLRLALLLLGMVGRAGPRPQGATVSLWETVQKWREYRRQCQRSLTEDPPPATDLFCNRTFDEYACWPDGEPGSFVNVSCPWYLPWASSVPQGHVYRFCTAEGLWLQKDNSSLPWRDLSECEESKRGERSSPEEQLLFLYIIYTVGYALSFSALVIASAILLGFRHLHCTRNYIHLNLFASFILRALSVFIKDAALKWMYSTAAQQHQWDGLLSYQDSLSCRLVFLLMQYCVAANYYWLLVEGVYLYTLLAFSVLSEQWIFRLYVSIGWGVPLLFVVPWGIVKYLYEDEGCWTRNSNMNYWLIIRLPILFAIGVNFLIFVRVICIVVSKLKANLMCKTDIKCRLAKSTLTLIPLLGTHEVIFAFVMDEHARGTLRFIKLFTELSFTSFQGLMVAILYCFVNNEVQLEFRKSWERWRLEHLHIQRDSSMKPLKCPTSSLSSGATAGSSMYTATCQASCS
HEK293 tox – cytotoxicity counter-screen for GLP-1 receptor inverse agonists | hit rate 0.13% among 410,000 | Potency, µM (series often up to 38.3 µM), for inactives: top-dose activity change, negative = inhibition, usual class: inhibitors | HEK293 cAMP-luciferase reporter cells, luminescence, 24 h;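 further: loss of luciferase light is scored as toxicity; potency means the concentration at half of the fitted maximal effect; on the % scale 0 is the no-effect control and ±100 the full control effect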
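1536-well qHTS counterscreen of the MLSMR; 200 cells/uL, 12 h pre-incubation, 23 nL cpd, 24 h at 37 deg C 5% CO2, luciferase detection reagent, 12 min RT, luminescence. Inhibition = undesired.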
DRD3 antagonist – blocks the human D3 dopamine receptor; P35462; D3R cells, DiscoveRx beta-arrestin luminescence, antagonist mode; stronger effect = lower value; max response, negative = inhibition, %; hit rate 2.5% among 360,000; in the data active means max response below about -50%; inconclusive means no clear call, values can overlap the other calls; further: on the % scale 0 is the no-effect control and ±100 the full control effect; mostly tested at two doses, the higher about 12 µM
Target sequence (P35462 whole entry, looked up): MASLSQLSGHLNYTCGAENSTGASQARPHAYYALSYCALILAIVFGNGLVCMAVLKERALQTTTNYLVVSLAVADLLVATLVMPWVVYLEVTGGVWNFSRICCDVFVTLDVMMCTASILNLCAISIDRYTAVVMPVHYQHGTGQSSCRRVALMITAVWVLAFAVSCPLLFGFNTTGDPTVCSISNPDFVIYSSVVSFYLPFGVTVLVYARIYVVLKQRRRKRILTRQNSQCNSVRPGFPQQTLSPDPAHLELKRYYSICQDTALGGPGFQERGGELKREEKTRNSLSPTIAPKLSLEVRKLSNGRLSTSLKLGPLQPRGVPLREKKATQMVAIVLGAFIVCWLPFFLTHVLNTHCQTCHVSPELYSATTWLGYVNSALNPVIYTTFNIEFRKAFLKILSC
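Cells expressing the human receptor were seeded at 1500 cells/well, incubated overnight at 37 degrees C in 5% CO2, then exposed to library compounds with dopamine controls for 90 minutes at 37 degrees C before luminescent detection.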
PLK1 PBD inh – inhibitors of human PLK1 polo-box domain binding. Plk1 PBD binding of FITC phosphopeptide, fluorescence polarization. Potency, µM, inactives show max response, negative = inhibition, actives largely listed as inhibitors. P53350. hit rate 2.8% among 360,000; further: potency means the concentration at half of the fitted maximal effect; series mostly up to about 57 µM; on the % scale 0 is the no-effect control and ±100 the full control effect; nearly all actives have a fitted effect of over 65% in size
PI5P4K alpha inh – inhibitors of human PI5P4K alpha; P48426; PI5P4Kalpha enzyme, ADP-Glo luminescence, 60 min; stronger effect = lower value; max response, %; hit rate 1.2% among 330,000; active means max response of -50% or lower; inconclusive means between -30% and -50%; inactive means -30% or higher; further: value at the top dose of about 77 µM; on the % scale 0 is the no-effect control and ±100 the full control effect
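Luminescence from ADP-Glo served as readout of PI5P4Kalpha activity in a qHTS format. Reaction: enzyme, substrate, compound, ATP at 5 microM final, 60 min at RT.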
GLP-1R inv ag – acts as inverse agonist at human GLP-1 receptor; P43220; HEK293 GLP-1R CRE-luciferase, luminescence, 24 h; GLP-1R form is constitutively active; Potency, µM (series often up to 38.3 µM), for the others: top-dose activity change, negative = inhibition, hits mostly inhibitors; hit rate 1.6% among 410,000; AID 624417; further: potency means the concentration at half of the fitted maximal effect; on the % scale 0 is the no-effect control and ±100 the full control effect; nearly all actives have a fitted effect of over 55% in size
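Luminescence readout: a drop in cAMP-driven luciferase signal flags inverse agonism at a constitutively active GLP-1R stably expressed in HEK293. Compound exposure lasted 24 hr at 37 deg C, 5% CO2.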
D3 ag – D3 dopamine receptor (human) agonism; P35462; D3R DiscoveRx beta-arrestin cells, luminescence, 90 min; max activation, %; hit rate 0.58% among 410,000; AID 652048; in the data active means max activation above about 30%; further: 0% is about no effect; mostly tested at two doses, the higher about 12 µM
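Cells at 1500/well, incubated overnight, then treated with pinned compounds (dopamine as control) for 90 min at 37 degrees C. DiscoveRx reagent added for 30 - 60 minutes at room temperature; luminescence read.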
WRN helicase inh – inhibitors of human WRN helicase; Q14191; WRN helicase unwinding, fluorescent forked duplex, kinetic; Potency, µM (titrated, usually from 114 µM), for the others: at the top dose activity change, negative = inhibition, hits mostly inhibitors; hit rate 0.46% among 360,000; further: potency means the concentration at half of the fitted maximal effect; on the % scale 0 is the no-effect control and ±100 the full control effect; nearly all actives have a fitted effect of over 55% in size
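WRN at 20 nM final preincubated with compound 15 min at room temperature; reaction started with 100 nM fluorophore/quencher forked duplex oligonucleotide and 2 mM ATP final. Unwinding followed kinetically by red fluorescence (ex 525, em 598 nm).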
IL-2 act – activates IL-2 in a cell-based reporter assay; IL-2 activation reporter assay, cell-based qHTS; stimulated with anti-CD3/CD4/CD28 beads; in transgenic mouse T cells; activation, % (series mostly up to about 46 µM); hit rate 0.065% among 360,000; in the data active means activation above about 50%; inconclusive means mostly about 30% to 49%; further: 0% is about no effect
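Unstimulated transgenic mouse T cells; 60-min compound exposure; bead-based TCR/CD4/CD28 stimulation; 18 h culture, 37 degrees C; dual fluorescence (EGFP, DsRed) plate cytometry.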
Active calls of the source: *; ? = inconclusive; / = not tested or not shown; [ ] = remark or other dose. Unless noted, the call rests on the fitted dose curve; in most records, active means well fitted curve in the direction sought with a large enough effect; inconclusive means small, poorly fitted or top-dose-only effect, or another doubt; inactive means no such curve, though single readings can be large; an effect the other way counts as inactive or inconclusive.

SMILES	GLP1R ag	HEK293 tox	DRD3 antagonist	PLK1 PBD inh	PI5P4K alpha inh	GLP-1R inv ag	D3 ag	WRN helicase inh	IL-2 act
CCc1ccc(NC(=S)N(Cc2cccnc2)Cc2ccco2)cc1	8%	-12%	-1	-11%	3	-27%	6	-17%	-1.0
CCOC(=O)Cn1cc(-c2ccccc2)nn1	1%	-9%	11	-3%	1	5%	1	2%	-0.2
Cc1cccc(-n2nc3c(c2NC(=O)c2ccc(Br)o2)CSC3)c1	-2%	-40%	-9	-11%	/	0%	12	-21%	-1.3
Cc1ccc(OCC(=O)Nc2nnc(C3CCCO3)s2)c(Br)c1 (stereo not drawn)	1%	-5%	-3	-16%	-12	-10%	0	-4%	-0.4
CC1(C)C2CCC(C2)C1C/C=N/NC(N)=S (stereo not drawn)	-4%	?	-9	-15%	2	?	-7	7%	-5.1
O=C(NCCO)C(=O)NCC(c1cccs1)S(=O)(=O)c1ccc(F)cc1 (stereo not drawn)	13%	7%	13	-10%	-2	11%	-3	8%	-2.5
N=c1c(S(=O)(=O)c2ccc(F)cc2)cc2c(=O)n3ccccc3nc2n1CC1CCCO1 (stereo not drawn)	-1%	70%[activator]	11	-8%	20	33%[activator]	-1	0%	18
CC1(C(=O)NCc2cccc3ccccc23)CCN1C(=O)C1(c2ccccc2)CC1 (stereo not drawn)	3%	0%	6	0%	-4	?	2	-4%	0.8
O=C(Cc1cccc(C(F)(F)F)c1)NCc1cccnc1	0%	-4%	16	-5%	9	3%	-1	-2%	2.0
COC(=O)CSc1nnc(-c2ccc(OC)cc2OC)o1	13%	2%	-22	-8%	/	11%	-3	-3%	0.3

Fetched one by one from the entries so far (four):
SMILES	GLP1R ag	HEK293 tox	DRD3 antagonist	PLK1 PBD inh	PI5P4K alpha inh	GLP-1R inv ag	D3 ag	WRN helicase inh	IL-2 act
O=C(Cc1cccc(C(F)(F)F)c1)NCc1cccnc1	0%	-4%	16	-5%	9	3%	-1	-2%	2.0
CCc1ccc(NC(=S)N(Cc2cccnc2)Cc2ccco2)cc1	8%	-12%	-1	-11%	3	-27%	6	-17%	-1.0
Cc1cccc(-n2nc3c(c2NC(=O)c2ccc(Br)o2)CSC3)c1	-2%	-40%	-9	-11%	/	0%	12	-21%	-1.3
COC(=O)CSc1nnc(-c2ccc(OC)cc2OC)o1	13%	2%	-22	-8%	/	11%	-3	-3%	0.3

The list continues.
SMILES	GLP1R ag	HEK293 tox	DRD3 antagonist	PLK1 PBD inh	PI5P4K alpha inh	GLP-1R inv ag	D3 ag	WRN helicase inh	IL-2 act
O=C(CCNS(=O)(=O)c1cccc2nsnc12)Nc1ccc(F)cc1	0%	0%	/	/	/	15%	1	/	/
O=C(N/N=C/c1ccccc1F)NC12CC3CC(CC(C3)C1)C2	0%	-9%	-5	-4%	9	?	-9	4%	-2.1
CC(=Nc1ccccc1)C1=C(O)C(CC(C)C)NC1=O (stereo not drawn)	5%	9%	-1	7%	22	?	1	-5%	-4.3
CCOc1ccc(OCC)c(NC(=O)CCS(=O)(=O)c2ccc(C)cc2)c1	6%	4%	7	-5%	2	-5%	1	-5%	0.5
Cc1cccc(S(=O)(=O)N(C)C[C@@H]2OCc3cn(nn3)CCCC(=O)N([C@@H](C)CO)C[C@H]2C)c1	-2%	-10%	10	5%	1	4%	4	10%	-1.8
Cc1cccc(-n2nnnc2SCC(=O)c2cc(C)n(Cc3ccco3)c2C)c1	-14%	-22%	12	-2%	-25	-3%	0	-8%[57.1 µM]	-4.0
Cn1c(-c2ccc3c(c2)OCO3)cnc1N	0%	-3%	-14	?	/	0%	2	0%	0.5
CN1C(=O)C2(c3ccccc31)N(c1ccccc1)C(=O)CS2(=O)=O (stereo not drawn)	10%	-6%	/	/	/	9%	7	/	/
Cc1c(N)cc2c(c1N)C(C)(C)CC2(C)C	2%	7%	-8	2%	15	17%	-5	-6%	-2.9
COc1cc(C(=O)N2CCN(Cc3ccc4c(c3)OCO4)CC2)c([N+](=O)[O-])cc1OC	-6%	-1%	0	1%	0	23%	13	0%	-0.2
CC(C)(C)C1CCc2[nH]c3ccccc3c(=O)c2C1 (stereo not drawn)	-10%	-14%	1	-11%	-5	10%	-2	-3%	0.1
CCN1CCCC1CNC(=O)C(=O)Nc1ccc(OC)cc1 (stereo not drawn)	-2%	?	-6	1%	/	5%	3	-1%	-1.1
CCCCCCOc1ccc(/C(N)=N/O)cc1	14%	16%	5	-1%	0	10%	3	5%	0.8
COc1cccc(CNC(=O)c2cccc(NC3=NC4CS(=O)(=O)CC4S3)c2)c1 (stereo not drawn)	11%	3%	9	-4%	-2	5%	1	-7%	2.2
Cc1ccnc(N2CCC(C(=O)Nc3ccc4c(c3)OCCO4)CC2)n1	0%	8%	-7	0%	-6	4%	15	6%	0.3
O=C(Nc1nnc(-c2ccncc2)o1)c1ccc2ccccc2c1	-4%	0%	8	-9%	-2	13%	12	-2%	-0.9
Cc1cnc(NC(=O)c2c(-c3ccccc3)noc2C)s1	0%	2%	8	-8%	11	-19%	-2	-2%	-1.9
O=C(COc1ccc(-n2cnnn2)cc1)Nc1ccc(F)c(Cl)c1	15%	-1%	-10	-7%	0	2%	1	4%	-0.5
Cc1cc(C)c(C)c(S(=O)(=O)N2CCN(CC(=O)c3c(N)n(Cc4ccccc4)c(=O)n(C)c3=O)CC2)c1C	-2%	-21%	3	0%	-3	?	20	3%	1.2
CCN(CC)S(=O)(=O)c1ccc(OC)c(NC(=O)C2CC(=O)N(c3ccc(C)cc3)C2)c1 (stereo not drawn)	6%	6%	2	-3%	6	-6%	-2	-5%	-0.5
O=C(NNC(=S)Nc1ccccc1Cl)C1CC1	2%	-2%	0	-9%	-4	-7%	-13	-4%	3.4
CC(=O)CSc1ccc(-c2nc3ccccc3[nH]2)cn1	-17%	22%	-8	-19%	0	?	-1	-23%	-0.4
O=C(O)C1CCN(S(=O)(=O)c2ccc(N3CCOCC3)c([N+](=O)[O-])c2)CC1	2%	5%	-15	-17%	2	25%	1	-5%	-0.9
CSc1ccc(CCNC(=O)CN2C(=O)COc3ccc(S(=O)(=O)N4CCCCCC4)cc32)cc1	-8%	?	/	/	/	?	-16	/	/
COc1ccc(S(=O)(=O)NCC2CCCN(C(=O)c3ccco3)C2)cc1 (stereo not drawn)	3%	6%	?	-10%	-7	6%	3	3%	-5.7
COc1ccc(NC(=O)c2ccccc2OCc2c(C)noc2C)cc1OC	18%	10%	5	-3%	5	25%	-2	-9%	-2.0
Fc1ccc(/C=N/NC2=Nc3cccc4cccc2c34)cc1	-6%	?	1	-1%	3	-23%	-18	-8%	119*
COC(=O)c1ccc(NC(=S)NC(=O)c2c(Cl)cnn2C)cc1	0%	-29%	-13	-13%	0	0%	-7	2%	-3.5
Cc1ccc(NC2CCCN(C(=O)c3ccc4nccnc4c3)C2)cc1C (stereo not drawn)	-5%	1%	-9	-5%	2	21%	0	-11%	-0.1
C/C(=N\OCC(=O)OCC(=O)NC(=O)c1ccc(OC(F)F)cc1)c1ccc2c(c1)OCO2	-11%	-4%	11	-9%	-3	1%	2	-8%	-0.6
NS(=O)(=O)c1ccc(CCNC(=O)C(=O)C2C(=O)Nc3ccccc32)cc1 (stereo not drawn)	-3%	-11%	2	-1%	-3	5%	3	-17%	-1.0
Cn1cnnc1SCC(=O)Nc1ccc2c(c1)CCC2	4%	3%	8	2%	/	1%	-7	-1%	-0.5
CC(C)[C@H](NC(=O)OCc1ccccc1)C(=O)OCC(=O)NC1CCCCC1	5%	9%	-16	-10%	6	?	1	3%	0.6
COc1cc(NC(=O)Nc2cccc(Cl)c2)c(OC)cc1NC(=O)CN1CCCCC1	-15%	?	-7	3%	18	3.2µM*	-7	-15%	-0.7
C=CCSC1=C(C#N)C(c2ccccc2OCC)C(C#N)C(=O)N1 (stereo not drawn)	-1%	23%	-15	27µM*	/	-23%	0	-13%	-2.2
O=C1CCC/C(=N/NC(=O)c2cc(NS(=O)(=O)c3cccs3)cc(NS(=O)(=O)c3cccs3)c2)C1	-5%	14%	-26	-9%	?	12%	14	-29%	0.1
Cc1nc(C(=O)NNC(=O)c2ccccc2Cl)c(C(F)(F)F)o1	2%	23%	-15	-1%	3	10%	-4	1%	-0.8
CCOC(=O)CCc1c(C)c(C#N)c2nc3ccccc3n2c1-n1ccnc1	0%	69%[activator]	-2	0%	5	16%	1	-1%	0.5
CN1CCN(CCOCCOc2c(Cl)cc(Cl)cc2Cl)CC1	-3%	25%	?	2%	-12	11µM*	-45	-35%	0.9
COC(=O)c1ccccc1-c1ccc(/C=N/NC(N)=O)o1	17%	2%	-4	9%	1	2%	-15	-6%	-2.6
O=C(NCc1ccc2c(c1)OCO2)c1cccc(N2CCCC2=O)c1	8%	-20%	-18	-13%	-8	6%	-3	11%	-1.9
COc1cccc(-c2cccc(NC(=O)C3CCN(Cc4cnn(C)c4)CC3)c2)c1	9%	-12%	-21	3%	12	-10%	-36	-11%	-2.7
COc1cc2c(cc1OC)C(C)N(C(=O)Cc1ccc(C(F)(F)F)cc1)CC2 (stereo not drawn)	8%	-3%	-14	5%	-9	?	-4	0%	-1.9
CCOC(=O)C1CCN(C(=O)c2cc(S(=O)(=O)N3CCCCC3)ccc2C)CC1	0%	-4%	-9	6%	0	1%	-8	-16%	1.6
COc1ccc(S(=O)(=O)N(CC(=O)N2CCOCC2)c2cc(Cl)ccc2OC)cc1OC	-1%	8%	-17	-10%	/	0%	-15	-1%	-2.8
O=C(Nc1ccc2c(c1)OCO2)c1c(Cl)nc2sccn12	2%	0%	5	-4%	-5	39%[activator]	0	-4%	-0.4
C=CCOc1cccc(C2/C(=C(\O)c3ccc(F)cc3)C(=O)C(=O)N2CCN(C)C)c1 (stereo not drawn)	3%	65%[activator]	-12	-19%	4	-7%	-3	-3%	0.7
Cc1ccc(C)c(N2CCN(C(=O)CCc3nc(-c4ccc(F)cc4)no3)CC2)c1	11%	6%	28	-5%	24	-11%	6	-10%	-0.7
O=C(NNC(=O)c1ccccc1F)c1ccc(Cl)c(S(=O)(=O)N2CCOCC2)c1	-6%	2%	-8	-15%	1	14%	-9	1%	-0.5

Not a hit list (roughly 7.8% active in at least one column).
